# Tau filament bind = binders of human tau filaments; P10636; recombinant tau filaments, thioflavin S fluorescence, 15 h; filaments grown with octadecylsulfate alongside compound; Potency, µM (doses to about 57.1 µM), for inactives: at the top dose activity change, negative = inhibition; actives 2% (n = 71,000);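 further: potency means the concentration at half of the fitted maximal effect; on the % scale 0 is the no-effect control and ±100 the full control effect; actives lower thioflavin S fluorescence by blocking filaments or displacing dye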
# Target sequence (P10636 whole entry, looked up): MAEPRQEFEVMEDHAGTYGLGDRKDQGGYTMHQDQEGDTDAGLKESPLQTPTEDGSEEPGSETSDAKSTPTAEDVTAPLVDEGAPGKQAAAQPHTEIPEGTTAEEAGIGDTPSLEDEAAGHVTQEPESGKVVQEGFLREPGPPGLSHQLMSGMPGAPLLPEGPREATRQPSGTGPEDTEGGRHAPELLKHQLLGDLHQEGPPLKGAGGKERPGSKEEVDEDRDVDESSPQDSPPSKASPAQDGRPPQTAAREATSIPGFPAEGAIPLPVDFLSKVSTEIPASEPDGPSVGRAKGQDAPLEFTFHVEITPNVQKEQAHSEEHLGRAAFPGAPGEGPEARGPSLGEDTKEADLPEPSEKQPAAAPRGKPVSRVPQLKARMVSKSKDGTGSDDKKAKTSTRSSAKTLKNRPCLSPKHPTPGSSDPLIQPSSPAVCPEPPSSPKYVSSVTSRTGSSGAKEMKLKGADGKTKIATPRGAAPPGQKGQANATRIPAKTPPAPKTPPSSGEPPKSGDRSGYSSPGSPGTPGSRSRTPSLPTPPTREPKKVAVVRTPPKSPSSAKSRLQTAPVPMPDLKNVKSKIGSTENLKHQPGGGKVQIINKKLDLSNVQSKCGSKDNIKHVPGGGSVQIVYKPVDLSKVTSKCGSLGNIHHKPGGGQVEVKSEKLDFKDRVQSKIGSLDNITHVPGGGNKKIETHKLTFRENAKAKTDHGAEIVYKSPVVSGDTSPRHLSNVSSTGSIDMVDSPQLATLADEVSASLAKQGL
#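 Thioflavine S fluorescence (ex 450, em 510 nm) reports filaments formed from 1 uM human tau plus 30 uM ODS over 15 h at 37 C (10 mM HEPES pH 7.4, 100 mM NaCl, 5 mM DTT); compounds displacing dye or blocking filaments lower signal.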
# Texas Red fluor = compound fluoresces in the Texas Red spectral region; Compound fluorescence, Texas Red channel, 547/618 nm; stronger effect = higher value; max dye-equivalent concentration, M; actives 0.06% (n = 59,000); AID 587; in the data active means max dye-equivalent concentration above about 10 nM; inconclusive means between about 1.1 nM and that limit
#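 Texas Red-region profiling: compounds in 100 mM Tris pH 8.0 were read at 547/618 nm after 15 min at room temperature. Intensities were normalized against a six-point Texas Red standard series to give dye-equivalent concentration.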
# FLuc inh = blocks Photinus pyralis firefly luciferase activity; P08659; purified firefly luciferase, luminescence, 8 min; Potency, µM (top dose mostly 57.1 µM), for the others: at the highest dose activity change, negative = inhibition, actives largely listed as inhibitors; actives 2.2% (n = 72,000); further: potency means the concentration at half of the fitted maximal effect; on the % scale 0 is the no-effect control and ±100 the full control effect; nearly all actives have a fitted effect of over 40% in size
#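 Luminescence read-out after 8 min at room temperature; enzyme reaction used luciferin plus 10 uM ATP (linear range) in imidazole buffer pH 7.2 with KCl, MgCl2, Tween 20 and BSA. Each sample was run as a titration.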
# A350 fluor = A350 region autofluorescence; Compound autofluorescence, 340/450 nm, Alexa 350 dye-equivalents; stronger effect = higher value; max dye-equivalent concentration, M; actives 11% (n = 59,000); AID 590; in the data active means max dye-equivalent concentration above about 10 nM; inconclusive means mostly about 1.1 nM to 9.6 nM
# 4MU fluor = compound fluoresces in the 4-MU spectral region; max dye-equivalent concentration, M; AID 589; actives 11% (n = 59,000); compound autofluorescence, 340/450 nm, 4-MU equivalents; stronger effect = higher value; in the data active means max dye-equivalent concentration above about 10 nM; inconclusive means mostly about 1.1 nM to 9.6 nM
#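 Compounds in 100 mM Tris, pH 8.0, incubated 15 min at room temperature, then fluorescence read at 340 nm excitation/450 nm emission. Signal converted to 4-MU dye-equivalent concentration using an on-plate six-point 4-MU standard curve.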
# HEK293 cAMP ctrl = counter-screen for TSHR agonists: cAMP increase in parental HEK293; parental HEK293 CNG cAMP sensor, membrane potential fluorescence; Potency, µM (series often up to 57.1 µM), without a hit: at the highest dose activation, most hits filed as activators; actives 2.5% (n = 73,000); AID 938; further: potency means the concentration at half of the fitted maximal effect; % of control where 0% means no effect; nearly all actives have a fitted effect of over 55% in size
#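 Parental HEK 293 cells stably expressing a cAMP-gated CNG channel were loaded with membrane potential dye containing 100 uM RO 20-1724 for 60 min. Compound added for 30 min; depolarization read as fluorescence intensity at 590 nm.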
# Fluorescein autfl = compound autofluorescence in fluorescein spectral region. Compound autofluorescence, 480/540 nm, fluorescein-equivalent; stronger effect = higher value. max fluorescein-equivalent concentration, M. actives 0.91% (n = 59,000); in the data active means max fluorescein-equivalent concentration above about 10 nM; inconclusive means between about 1.1 nM and that limit
#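 Normalized response (dye-equivalent concentration) derives from comparing each well's 540 nm emission, under 480 nm excitation, with plate-resident fluorescein standards. Compounds were held in 100 mM Tris, pH 8.0, for 15 min at room temperature.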
# Rhodamine fluor = rhodamine region autofluorescence; Rhodamine-region fluorescence, 547/598 nm, Tris buffer; stronger effect = higher value; max dye-equivalent concentration, M; actives 0.05% (n = 59,000); AID 594; in the data active means max dye-equivalent concentration above about 11 nM; inconclusive means between about 1.1 nM and that limit
#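 Intensities are converted to rhodamine-equivalent concentration using a six-point rhodamine standard on each plate. Compounds sit 15 min at room temperature in 100 mM Tris buffer, pH 8.0; read uses the 547/598 nm excitation/emission pair.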
# Caspase-7 inhib = blocks human caspase-7 allosterically or competitively; recombinant caspase-7, Ac-DEVD-AFC fluorescence rate; Potency, µM (series often up to 57.5 µM), for inactives: at the highest dose activity change, negative = inhibition, hits mostly inhibitors; actives 0.02% (n = 75,000); AID 889; active means well fitted inhibition curve with a large enough effect in the main read-out, with a control signal flat, not every such curve was filed as active; inconclusive means small, poorly fitted or top-dose-only effect, or a change in a side signal; further: potency means the concentration at half of the fitted maximal effect; % of control where 0% means no effect
# ERK AVP inh = inhibitors of vasopressin-stimulated ERK signaling pathway | actives 0.99% (n = 72,000) | HEK293-V1b, vasopressin-stimulated pERK AlphaScreen | Potency, µM (top dose mostly 57.5 µM), for the others: at the highest dose activity, negative = inhibition, usual class: inhibitors; further: potency means the concentration at half of the fitted maximal effect; on the % scale 0 is the no-effect control and ±100 the full control effect; nearly all actives have a fitted effect of over 55% in size
#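 Phosphorylated ERK1/2 detected via AlphaScreen bead proximity in lysates of V1b-expressing HEK293 cells given 25 nM vasopressin for 5 min after 30 min compound exposure (37 °C). AC50 from Hill equation; basal DMSO 0%, vasopressin 100%.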
# Caspase-1 inhib = caspase-1 (human) inhibition, allosteric or competitive; Potency, µM (series often up to 57.5 µM), inactives show at the highest dose activity change, negative = inhibition, usual class: inhibitors; Caspase-1 enzyme, Ac-WEHD-AFC fluorogenic rate; actives 0.03% (n = 75,000); AID 900;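 further: potency means the concentration at half of the fitted maximal effect; plate controls were vehicle for no effect and no substrate for full effect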
# Target sequence (P29466 120-297 limits assumed): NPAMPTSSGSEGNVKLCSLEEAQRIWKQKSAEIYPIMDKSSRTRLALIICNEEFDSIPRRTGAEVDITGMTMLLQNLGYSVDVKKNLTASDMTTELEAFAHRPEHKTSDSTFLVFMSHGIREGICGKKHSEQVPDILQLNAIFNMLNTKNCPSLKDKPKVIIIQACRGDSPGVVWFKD
# Target sequence (P29466 317-404 limits assumed): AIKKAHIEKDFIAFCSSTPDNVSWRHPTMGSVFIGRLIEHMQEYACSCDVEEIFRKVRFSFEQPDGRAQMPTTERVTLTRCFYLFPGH
# * marks the source's active call; other numbers are inactive results; i = inactive; ? = inconclusive; / = no result given; [ ] = dose if it differs, or a comment. Unless noted, the call rests on the fitted dose curve; in most records, active means well fitted curve in the direction sought with a large enough effect; inconclusive means small, poorly fitted or top-dose-only effect, or another doubt; inactive means no such curve, though single readings can be large; an effect the other way counts as inactive or inconclusive. Only part of the results is shown; the hit share may differ from the screen's.
# Every second line gives: Tau filament bind, Texas Red fluor, FLuc inh, A350 fluor, 4MU fluor, HEK293 cAMP ctrl, Fluorescein autfl, Rhodamine fluor, Caspase-7 inhib, ERK AVP inh, Caspase-1 inhib
CC(C)OCCCNC(=O)Cn1nc(-c2ccccc2)ccc1=O
    4%, i, 3%, i, i, 1%, i, i, 0%, -3%, -1%
CO[C@H]1COC(=O)[C@H](C)COC(=O)[C@@H](Cc2ccccc2)NC(=O)C/C=C\[C@H]1C
    /, /, 1%[11.4 µM], /, /, 13%[11.4 µM], /, /, -1%[11.5 µM], 20%[11.5 µM], 0%[11.5 µM]
CCSc1nnc(NC(=O)c2ccccc2)s1
    2%, /, -5%, /, /, -7%, /, /, 2%, 5%, 0%
Clc1c(-c2nnc3n2CCCCC3)sc2ccccc12
    19%, i, 2%, i, i, 17%, i, i, 2%, -4%, -2%
Cc1nc2cnc(Oc3cccc(Cl)c3)nc2n(CCc2ccccc2)c1=O
    2%, i, 1%[11.4 µM], i, i, 3.2µM*, ?, i, -4%, 17%, -1%
COC(=O)[C@@H]1CC[C@H](C)[C@@H](c2ccc(C)cc2)N1C(=O)c1ccc(/C=N\O[C@@H](C)CN2CCCCc3nc(C)c(C)cc32)cc1
    /, /, 0%[11.4 µM], /, /, 15%[11.4 µM], /, /, 1%[11.5 µM], -8%[11.5 µM], -2%[11.5 µM]
O=C(OC(C(=O)NCc1ccc2c(c1)OCO2)c1ccccc1F)c1ccco1 (stereo not given)
    -11%, ?, 2%, i, i, 9%, i, i, 3%, -25%, -2%
Clc1cccc(Nc2nnc(-c3ccccc3)c3ccccc23)c1
    ?, /, -3%, /, /, 24%, /, /, -14%, -4%, -8%
O=C(Nc1ccccc1)c1cccnc1Nc1ccccc1
    14%, i, -4%, i, i, -3%, i, i, -2%, -21%, -1%
Cc1ccc(S(N)(=O)=O)cc1
    -4%, /, /, /, /, 4%, /, /, 0%, 6%, 1%
CC(=O)c1ccc(NC(=O)CCc2c(C)nc3ncnn3c2C)cc1
    0%, i, -2%, i, i, 1%, ?, i, 1%, 9%, 0%
CCOc1ccc(NS(=O)(=O)c2ccc3[nH]c(=O)oc3c2)cc1
    -16%, /, 1%, /, /, ?, /, /, 1%, /, -2%
Cc1noc(C)c1C(=O)OCC(=O)/C=C1\N(C)c2ccccc2C1(C)C
    -13%, i, 0%, 2.1e-07M*, 1.5e-07M*, ?, ?, i, 3%, -3%, -3%
CC(=O)OC[C@H]1O[C@@H](ON=C(C)C)[C@H](OC(C)=O)[C@@H](OC(C)=O)[C@H]1OC(C)=O
    /, /, -1%[11.4 µM], /, /, -5%[11.4 µM], /, /, 0%[11.5 µM], 6%[11.5 µM], 2%[11.5 µM]
Cc1cccc2sc(NC(=O)CN(C)S(=O)(=O)c3ccc(Br)s3)nc12
    25%, i, 2%, i, i, 12%, i, i, -4%, ?, -4%
C=CCn1c(SCc2nc3ccccc3[nH]2)nnc1-c1ccccn1
    -11%, i, 0%, ?, ?, 3%, ?, i, -2%, ?, -2%
CCOc1ccc(-c2nnc(NC(=O)CCCOc3cccc(C)c3)o2)cc1
    235%, ?, -4%, i, i, ?, ?, i, 5%, 8%, 1%
COc1ccc(N2CCN(S(=O)(=O)c3cccc4cccnc34)CC2)cc1
    -20%, /, 1%, /, /, 19%, /, /, 0%, /, -1%
C=CC[C@H](N)C(=O)O
    -11%, i, -1%, i, i, ?, i, i, 0%, 1%, 3%
O=C1C/C(=C/NCc2ccccc2)C(=O)N1
    0%, /, 0%, /, /, 1%[11.4 µM], /, /, 0%, -2%, 0%
CCCOc1ccc(CC(=O)NCc2ccco2)cc1OC
    -11%, ?, 1%, i, i, 20%, i, i, -2%, -17%, 0%
O=C(NCc1ccco1)C1Cc2ccccc2CN1S(=O)(=O)c1ccccc1F (stereo not given)
    1%, i, -5%, ?, ?, 0%, ?, i, -17%, -18%, -5%
COc1ccc(CN(C)CC(=O)c2c(N)n(Cc3ccccc3)c(=O)n(C)c2=O)c(OC)c1
    -4%, i, -1%, i, i, ?, i, i, 0%, 0%, 2%
CC1=C(C)C(=O)N(c2ccc(C(=O)O)cc2)C1=O
    -3%, i, 1%, i, i, -1%, ?, i, 2%, 5%, 1%
Cc1cc2oc(=O)cc(C)c2cc1NC(=O)CCC(=O)O
    2%, ?, 1%, 1.5e-08M*, 1.2e-08M*, 2%, i, i, 0%, 10%, 4%
Cc1ccc(S(=O)(=O)N2CCCC(C(=O)NCC3COCCO3)C2)cc1 (stereo not given)
    2%, ?, 0%, i, i, -14%, i, i, 0%, 8%, 2%
COC(=O)CN1C(=O)C(O)(CC(=O)c2ccc(Br)cc2)c2ccccc21 (stereo not given)
    15%, /, 3%, /, /, -3%, /, /, 0%, 14%, -1%
O=C(O)C1C2C=CC3(CN(Cc4ccco4)C(=O)C13)O2 (stereo not given)
    -4%, /, 1%, /, /, 2%, /, /, -1%, 15%, 3%
COc1cccc(N2C(=O)C3C(C2=O)C2C=CC3C23CC3)c1 (stereo not given)
    2%, i, -6%, i, i, 3%, i, i, 2%, 2%, -2%
COc1ccccc1Oc1c(C)oc2cc(OC(=O)c3ccco3)ccc2c1=O
    -3%, i, 2%, 1.7e-08M*, ?, 8%, i, i, -7%, -5%, -4%
CCCCC(c1nnnn1CC1CCCO1)N1CCN(c2nc3ccccc3s2)CC1 (stereo not given)
    12%, i, 0%, i, i, ?, ?, i, -3%, 16%, -2%
CNCCCc1[nH]nc(N)c1C#N
    -5%, i, 7%, i, i, 6%, i, i, -4%, ?, -1%
O=C(O)C1CCCCC1C(=O)N1CC=C(c2ccccc2)CC1 (stereo not given)
    -11%, i, -4%, ?, ?, 0%, ?, i, 3%, 1%, -1%
CCOC(=O)C1=C(C)NC(C)=C(C(=O)OCC)C1C(=O)OCC(=O)N1CCCCC1CC (stereo not given)
    -2%, i, 1%, 1.3e-07M*, 1.1e-07M*, 23%, ?, i, 1%, -1%, -5%
CN1CCN(CCCn2cnc3c(=O)oc4ccccc4c32)CC1
    10%, i, -5%, i, i, -2%, ?, i, 1%, -9%, 1%
CC(=O)N1c2ccccc2C(=O)C1N1CCCCC1 (stereo not given)
    60%, i, 3%, 8.6e-08M*, 9.2e-08M*, 8%, ?, i, -8%, 0%, -9%
Cn1cnc(S(=O)(=O)NCc2cccs2)c1
    5%, ?, -1%, i, i, 2%, i, i, -1%, 18%, 1%
Cc1nc(CSc2nnc(C)s2)cs1
    1%, i, 0%, i, i, 5%, i, i, -1%, 16%, 0%
CC(C)C1C(C#N)=C(N)Oc2n[nH]c(-c3cccs3)c21 (stereo not given)
    -8%, i, 1%, i, i, 3%, i, i, 3%, 16µM*, -2%
COCCOC(=O)C1=C(C)NC2=C(C(=O)CC(C)(C)C2)C1c1ccc(N(C)C)cc1 (stereo not given)
    -1%[11.4 µM], /, -6%, /, /, ?, /, /, -5%, -21%, -8%
O=C(CCSc1nc2ccccc2o1)N1CCOCC1
    -18%, i, -2%, i, i, 7%, ?, i, 1%, 5%, 1%
O=C(Nc1cccc(Cl)c1)N(CCN1CCOCC1)Cc1cccc(Cl)c1
    -11%, i, -1%, i, i, 17%, ?, i, -3%, ?, -2%
Cc1ccc(S(=O)(=O)Nc2cc(C(=O)NCCN(C)C)ccc2N2CCCCC2)cc1
    84%, i, 0%, i, i, 23%, i, i, -1%, 18%, 2%
Cc1ccc(-c2noc(CCC(=O)Nc3ccc(C)cn3)n2)cc1
    39%, ?, -1%, i, i, 7%, i, i, -1%, 16%, 2%
Nc1nonc1-c1nc2ccccc2n1CC(=O)N1CCCCC1
    -12%, i, 2%, i, i, ?, i, i, 0%, 14%, -2%
Cc1ccccc1CN1CCN(S(=O)(=O)c2ccc(F)cc2)CC1
    -2%, i, 1%, i, i, 11%, i, i, -2%, 15%, -1%
CC(=O)Nc1cccc(NC(=O)C2CCCN2C(=O)Nc2ccc(Cl)cc2)c1 (stereo not given)
    -9%, ?, 2%, ?, i, -4%, i, i, 1%[0.00368 µM], 12%, 1%
CC(C)NC(=O)c1ccc(-c2ccccc2C(F)(F)F)o1
    -13%, i, -4%, i, i, 9%, ?, i, 0%, -27%, 0%
Cc1cc(C(=O)CNCc2ccco2)c(C)n1-c1ccc(F)cc1
    6%, i, 25µM*, ?, ?, ?, i, i, -7%, -8%, -10%
COCc1nc2ccccc2n1Cc1ccc(Br)cc1
    2%, i, 3%, i, i, 36%, i, i, 1%, -2%, 0%
CCOC(=O)C1=C(C)NC(=O)NC1c1ccc(OCC(=O)OC)c(OC)c1 (stereo not given)
    -14%, i, 3%, i, i, 5%, i, i, 0%, 8%, 0%
CCN(CCCNC(=O)CCc1nc(-c2ccc(OC)cc2)no1)c1cccc(C)c1
    ?, i, 0%, i, i, 18%, i, i, -3%, 11%, 0%
COCCN1Cc2cccc(C(=O)Nc3cccc(OC)c3)c2C1=O
    24%, i, -5%, i, i, 0%, i, i, 1%, 7%, 1%
COc1cc(/C=N/O)ccc1OCc1ccc(C(=O)O)cc1
    /, i, 0.32µM*, i, i, /, ?, i, /, /, /
CC[N+](CC)(CCO)CCCN1C(=O)C2CC=C(Cl)CC2C1=O (stereo not given)
    4%, i, 3%, i, i, -2%, i, i, 1%, -11%, 1%

# Assay outcomes (PubChem)
